# PGC1a acetyl inh – PGC1a acetylation modulation, inhibitor mode. U2OS PGC1a acetylation, AlphaScreen anti-acetyl-lysine; with virally co-expressed GCN5 acetyltransferase. inhibition, % at 15.6 µM. hit rate 0.17% among 350,000;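 active = every replicate shows inhibition of at least 40%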;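 also: 0% = neutral control wells and 100% = positive control wells; some results beyond the cut were filed as inactive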
# EWS-Fli inh – blocks EWS/Fli oncoprotein-driven transcription. hit rate 0.67% among 350,000. inhibition, % at 12.6 µM. A673 NR0B1-luciferase reporter, viability-normalised. AID 651661;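 active = mean inhibition of at least 50% after viability correction, with every replicate also passing that limit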;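 also: firefly luciferase signal divided by Alamar Blue viability fluorescence both relative to DMSO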
# Cneo AK release – Cryptococcus neoformans lysis via adenylate kinase release | C. neoformans lysis, adenylate kinase release luminescence, 4 h; normalised: neutral wells 0, clomiphene wells 100 | lysis activity, % at 15 µM | hit rate 0.2% among 360,000;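 active = mean lysis activity across replicates of at least 80%, whatever share of replicates individually reach that level; inactive = mean lysis activity below 80%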
#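 Material: C. neoformans cells | Amount: Yeast cell density of 5 × 10^6 cells/mL | Medium: Fresh YPD growth medium | Dosing: Single dose | Times: Static 4 h at 37 °C with compound, 1 h detection | Detection: AK luminescence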
# FN deposition inh – fibronectin deposition inhibition | AH1F fibroblasts, Alexa488-fibronectin deposition fluorescence, overnight | inhibition, % at 12.6 µM | hit rate 0.086% among 350,000 | AID 743247;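 active = mean inhibition across replicates of 30% or more, regardless of how many single replicates reach that level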;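 also: positive control wells lacked labelled fibronectin entirely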
#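 Assay system: AH1F fibroblasts assembling fluorescent fibronectin matrix; Amount: 10000 AH1F cells per well; Buffer or medium: DMEM, 2% serum; Probe or stimulus: Alexa488-fibronectin, 24 nM final in well; Doses: single compound dose, delivered by pin transfer; Incubation: 1 h adhesion, overnight exposure; Measured by: fluorescence 485/525 nm; Read-out: fibronectin deposition inhibition.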
# LGR2 inh – blocks bursicon-induced cAMP signaling via Drosophila LGR2. HEK293 LGR2, CRE-luciferase, bursicon-stimulated, 4 h. inhibition, % at 9.99 µM. AID 720647. hit rate 0.35% among 380,000;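 active = drop in luminescence signal, shown as inhibition above about 50% in the replicate tests, limit read from the data, passing the limit was not always enough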;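 also: agonist challenge used bursicon conditioned medium at about half maximal strength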
# miR122 inh – miR-122 inhibition in Huh7 cells | Huh7 miR-122 Renilla luciferase sensor, 48 h; neutral wells = 0, positive control = 100 | activation (reporter increase), % at 12.5 µM | hit rate 0.3% among 340,000 | AID 602342;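 active = mean replicate activation score at least 90 and every replicate individually at or above 90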;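 also: higher luciferase means less miR-122 activity so hits act as miR-122 inhibitors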
# PAX8 inh HTS – inhibitors of PAX8 transcriptional activity in RMG-I cells | AID 652154 | inhibition, % at 12.6 µM | hit rate 1.2% among 360,000 | RMG-I TPO-luciferase reporter, SteadyGlo, 24 h;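 active = mean replicate inhibition at least 60% with every replicate also reaching 60%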;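 also: luciferase light reporting Pax8 driven TPO promoter activity; plate controls were median of neutral control wells for no effect and mitoxantrone controls for full effect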
# CASP6 VEID inh – inhibitors of human caspase-6; purified caspase-6, Z-VEID-R110 cleavage fluorescence; inhibition, % at 12.5 µM; hit rate 0.53% among 350,000; AID 686996;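 active = mean inhibition across replicates at least about 35%, with every replicate also reaching that limit, limit read from the data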;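 also: 0% = median of neutral control wells and 100% = no fluorescence left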
# Target sequence (P55212 24-179 limits assumed): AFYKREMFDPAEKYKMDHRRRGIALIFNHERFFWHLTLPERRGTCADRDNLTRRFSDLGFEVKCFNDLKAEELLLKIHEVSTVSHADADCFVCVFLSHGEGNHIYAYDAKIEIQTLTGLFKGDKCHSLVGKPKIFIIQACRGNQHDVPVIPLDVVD
# Target sequence (P55212 194-293 limits assumed): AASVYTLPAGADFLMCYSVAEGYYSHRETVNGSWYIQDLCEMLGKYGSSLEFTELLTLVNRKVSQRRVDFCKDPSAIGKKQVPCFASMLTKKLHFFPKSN
# Numbers without * were called inactive; . = no result given; & = joins results of further samples; [ ] = another dose, or the depositor's remark.
Molecule	PGC1a acetyl inh	EWS-Fli inh	Cneo AK release	FN deposition inh	LGR2 inh	miR122 inh	PAX8 inh HTS	CASP6 VEID inh
O=S1(=O)N[C@H](c2ccccc2)C[C@H](c2ccc(C(F)(F)F)cc2)O1	0	-8	-1	-11	-8	-8	-2	0
O=[N+]([O-])c1ccc(N/N=C\c2ccccc2OCc2ccccc2)cc1	.	-20	.	0	-1	.	5	1
COc1cccc(S(=O)(=O)N[C@H]2CC[C@H](CC(=O)NC3CCC3)O[C@@H]2CO)c1	-4	2	-1	.	-3	.	-1	0
COc1oc(-c2ccc(Cl)cc2)nc1C(F)(F)F	-9	.	0	-55	.	-3	.	.
Cc1ccc(Nc2nc(CSc3nnnn3-c3ccccc3)cs2)cc1	-40	.	5	-2	.	7	3	.
COc1cccc(-c2ccc3c(c2)[C@@H]2[C@@H](CCN2C(=O)c2ccc(F)cc2)[C@H](CO)N3)c1	6	8	16	1	9	-5[16.7 µM]	43	1
C[C@H]1CN([C@@H](C)CO)C(=O)c2cc(NC(=O)Cn3cnnn3)ccc2O[C@H]1CN(C)C	4	0	-1	.	-13	-1[16.7 µM]	-2	2
CSc1ccc(S(=O)(=O)NC2CC2)cc1	-17	-3	7	-7	-3	4	-15	0
C[C@@H]1CCCCO[C@H](CN(C)CC2CCCCC2)[C@@H](C)CN([C@H](C)CO)C(=O)c2cc(NS(=O)(=O)c3cccs3)ccc2O1	7	-1	-2	.	1	-2[16.7 µM]	3	-2
Cc1cccc(N2CCN(CC(O)COc3ccc4ccccc4c3)CC2)c1 (configuration not stated)	6	6	0	3	.	.	-17	-3
C[C@@H]1CN([C@H](C)CO)C(=O)c2cc(NC(=O)Cn3cnnn3)ccc2O[C@@H]1CN(C)CC1CCCCC1	-2	6	43	.	13	6[16.7 µM]	.	-2
C=CCOc1ccc(/C=C/C(=O)OCC(=O)NCC(=O)Nc2c(C)cc(C)cc2C)cc1	.	-4	.	-3	-16	.	12	-3
COCC#Cc1cnc2c(c1)C(=O)N([C@@H](C)CO)C[C@@H](C)[C@@H](CN(C)Cc1ccccc1F)O2	6	2	-7	1	-6	8[16.7 µM]	.	0
CC(C)c1ccc(OCC(=O)NCc2ccccc2)cc1	1	-2	0	1	-2	5	14	0
O=C(NCCN1CCCOC1=O)C(=O)NCCN1CCCOC1=O	-2	1	0	18	2	2	-7	-25
CCN(CC)C(=O)CSc1nnc2nnc3cc(Cl)ccc3n12	-52	10	10	5	.	-1	10	0
Cc1ccc(NC(=O)C2(C)CCN2C(=O)Cc2cc(F)ccc2F)cc1 (configuration not stated)	0	7	-2	-2	15	8	-4	2
O=C(O)COc1cccc2ccccc12	0	.	-1	-2	-19	-4	.	.
Cc1cc2ncc(-c3ccc(Cl)cc3)c(N)n2n1	-3	-91	-7	0	-36	-7	-87	-1
CO[C@@H]1CN(C)C(=O)c2ccc(NC(=O)c3cnccn3)cc2OC[C@H](C)NC[C@H]1C	-10	1	-3	5	-5	.	.	3
O=C(c1ccc(Cn2cc(Br)cn2)cc1)N1CCN(c2ccccc2)CC1	5	13	.	.	.	-4	.	1
COc1cccc(CNC(=O)Cc2ccc(OC)c(S(=O)(=O)N3CCOCC3)c2)c1	.	3	.	0	-10	.	9	0
COc1ccc(Br)cc1CN(C)CC(=O)Nc1c(Cl)cccc1Cl	-12	11	3	2	2	-5	-6	0
Cc1ccccc1S(=O)(=O)N(C)C[C@H]1OCc2ccccc2-c2ccccc2C(=O)N([C@@H](C)CO)C[C@H]1C	-14	17	-2	-8	21	.	11	-1
Cc1ccc(CSc2nc(-c3ccccc3)c(C#N)c(=O)[nH]2)cc1	.	-3	4	-5	-16	-6	7	2
C[C@H](CO)N1C[C@H](C)[C@@H](CN(C)S(=O)(=O)c2ccc(F)cc2)Oc2ccc(NC(=O)Nc3ccc(F)cc3)cc2C1=O	-9	1	0	.	4	5[16.7 µM]	.	.
CSc1nc(N)nc(SCC(=O)Nc2cccc(F)c2)c1C#N	-1	.	7	2	-19	36	14	.
CN1C(=O)c2cc(NC(=O)c3ccc(F)cc3)ccc2OC[C@@H]2O[C@H](CC(=O)O)CC[C@@H]21	2	4	13	-11	-5	1[16.7 µM]	5	2
C/C(=N\NC(=O)C1CC1)c1ccc(Cl)cc1	-10	-9	.	-4	-9	-6	-14	10
O=C(COc1ccccc1[N+](=O)[O-])Nc1cc(Cl)ccc1C(=O)O	.	-19	.	-8	-23	.	23	0
COc1ccc(N2CCN(C(=O)COC(=O)CNC(=O)c3ccc(C)cc3)CC2)cc1	-5	2	-2	4	-7	1	-1	-4
CCCCCCCNC(=O)C1(CC2CC(c3cccc(Br)c3)=NO2)CCN(C(=O)c2cc(OCC)c(OCC)c(OCC)c2)CC1 (configuration not stated)	-11	19	0	-22	12	-2	52	-1
Cn1c(=O)c2c(nc(NCCCN3CCOCC3)n2Cc2cccc(Cl)c2)n(C)c1=O	15	.	4	8	.	-1	.	.
Cc1cccc(C)c1NC(=O)CNC(=O)Cc1c[nH]c2ccccc12	.	8	0	7	11	7	29	-3
CCOC(=O)[C@]12CCC=C1N(Cc1ccccc1)C(=O)[C@H](CC(=O)N1CCSCC1)C2	.	1	.	0	3	.	-25	-1
Cc1cccc(C)c1NC(=O)Cn1nnnc1N	7	-5	2	0	1	-3	-7	-4
CCOC(=O)NC1(NCc2ccccc2)Oc2ccccc2O1	18	33	-1	.	-16&3	-2	.	6&14
CC(=O)c1ccc(-n2ccc(=O)cc2)cc1	2	-1	-1	3	3	4	-2	3
C[C@@H]1CN([C@H](C)CO)C(=O)Cc2cc(NC(=O)c3ccncc3)ccc2O[C@@H]1CN(C)C(=O)Nc1ccccc1	3	-190	1	.	-11	-7[16.7 µM]	-2	0
COc1ccccc1CCn1cnc(-c2ccc(Br)cc2)c1C(C)C	.	22	.	-2	14	.	9	-1
O=C(C[C@H]1CC[C@@H]2[C@H](COC[C@H](O)CN2C(=O)Nc2ccc(Cl)c(Cl)c2)O1)NCc1ccc(F)cc1	-1	-8	-8	-3	-1	-8[16.7 µM]	-7	-1
Cn1c(=O)n(C)c2cc([N+](=O)[O-])c(N3CCN(C(=O)c4cccc(F)c4)CC3)cc21	.	13	.	.	11	.	37	2
COCCNC(=O)C1CCC(CNS(=O)(=O)c2cccc3nsnc23)CC1 (configuration not stated)	-12	0	-3	-10	-3	2	-9	3
Cc1c(NC(=O)COC(=O)CSc2ccc([N+](=O)[O-])cc2)c(=O)n(-c2ccccc2)n1C	-1	-6	-1	1	-18	-10	-6	-1
CCNc1nc(Cl)nc(N(NC(C)=O)C(C)C)n1	.	4	.	4	-31	.	6	1
CCSc1ncnc2sc3c(c12)CCC3	-19	.	0	1	4	-2	.	.
CCCCCC(=O)Nc1c(-c2ccc(OC)cc2)c(=O)c2ccccc2n1C	-1	4	0	.	-15	-4	.	-2
CC1CCN(CCCNC(=O)c2n[nH]c(=O)c3ccccc23)CC1	5	.	1	-2	.	40	-12	.
Cc1ccc(S(=O)(=O)/N=C(/Nc2ccc3[nH]c(=O)[nH]c3c2)c2ccccc2)cc1	.	-2	0	-9	-34	39	15	1
Cc1cccc(C(=O)NCC(c2ccco2)N2CCc3ccccc32)c1 (configuration not stated)	-7	6	0	4	-4	-1	13	11
O=C(Cn1c(=O)oc2cc(S(=O)(=O)N3CCCC3)ccc21)N1CCN(c2ccccc2F)CC1	14	-3	1	-2	-7	-3	47	1
Cc1nnc(SCc2ccccc2)n1CC1CCCO1 (configuration not stated)	-11	.	4	.	.	2	9	.
CC=Cc1ccc2n(c1=O)C[C@H]1[C@H](CO)[C@@H](C(=O)NCc3ccccn3)N(CC3CC3)[C@@H]21 (mixture of isomers)	.	3	0	.	3	.	.	2
CS(=O)(=O)Nc1nnc(C2CCCC2)s1	8	5	.	-1	10	.	-6	1
O=C(CN1CCN(S(=O)(=O)c2cccc(Br)c2)CC1)NCCc1cccs1	.	9	0	5	17	.	3	-1
CC(C)N(Cc1nc(-c2ccc(Cl)cc2)no1)C(=O)/C=C/c1ccccc1	12	.	8	.	-8	2	.	.
COC(=O)c1ccccc1NC(=O)COC(=O)CSc1nnc(N)s1	.	5	.	-4	7	.	0	0
O=C1N[C@@H](Cc2ccccc2)C(=O)N2[C@@H]3N(S(=O)(=O)c4ccc(F)cc4)c4ccccc4[C@]3(Br)C[C@@H]12	8	3	0	-3	4	-3	27	.
Cn1c(C(=O)OC(C(=O)NC2CCCCC2)c2ccncc2)cc2sccc21 (configuration not stated)	-2	1	-2	.	-12	3	.	-5
COCCCN(Cc1ccco1)C(=O)Cn1ncc2c([nH]c3ccccc32)c1=O	-11	8	7	-1	1	-6	16	3

# Quoted at random: four compounds from above.
Molecule	PGC1a acetyl inh	EWS-Fli inh	Cneo AK release	FN deposition inh	LGR2 inh	miR122 inh	PAX8 inh HTS	CASP6 VEID inh
COCCCN(Cc1ccco1)C(=O)Cn1ncc2c([nH]c3ccccc32)c1=O	-11	8	7	-1	1	-6	16	3
Cn1c(C(=O)OC(C(=O)NC2CCCCC2)c2ccncc2)cc2sccc21 (configuration not stated)	-2	1	-2	.	-12	3	.	-5
O=C(Cn1c(=O)oc2cc(S(=O)(=O)N3CCCC3)ccc21)N1CCN(c2ccccc2F)CC1	14	-3	1	-2	-7	-3	47	1
CC(C)N(Cc1nc(-c2ccc(Cl)cc2)no1)C(=O)/C=C/c1ccccc1	12	.	8	.	-8	2	.	.

# Continued:
Molecule	PGC1a acetyl inh	EWS-Fli inh	Cneo AK release	FN deposition inh	LGR2 inh	miR122 inh	PAX8 inh HTS	CASP6 VEID inh
Cc1ccc(S(=O)(=O)NC[C@H]2O[C@@H](n3cnc4c(N)ncnc43)[C@H](O)[C@@H]2O)cc1	8	3	-3	-7	-8	-5	-2	1
Cc1c(NC(=O)CSc2nnnn2-c2ccc(F)cc2)c(=O)n(-c2ccccc2)n1C	6	-4	3	0	7	-5	0	0
O=C(NC1CC1)C1CC(=O)N(c2ccccc2)C1 (configuration not stated)	3	4	0	-3	6	-1	-3	-3
Cc1ccc(S(=O)(=O)Nc2ccc(NC(=O)c3ccc(F)cc3)cc2)cc1	.	0	.	-15	-18	.	0	2
O=C(Nc1ccccc1)Nc1ccc(C(F)(F)F)cn1	.	-72	-2	0	-45	3	-80	0
COc1cccc(CNC(=O)Cn2ccc3cc(S(=O)(=O)N4CCCCCC4)ccc32)c1	-5	14	-2	5	14	5	13	6
C[C@@H]1CCCCO[C@H](CN(C)S(=O)(=O)c2ccc(Cl)cc2)[C@@H](C)CN([C@H](C)CO)C(=O)c2cc(NC(=O)Nc3ccc4c(c3)OCO4)ccc2O1	-10	-2	-13	-9	7	3[16.7 µM]	10	0
O=C(CCCCCn1c(=S)[nH]c2ccsc2c1=O)NC1CCCCC1	-5	.	-4	4	-5	1	-2	6
Cc1cccc(C(=O)NCC(=O)NCC2COc3ccccc3O2)c1 (configuration not stated)	.	6	.	-1	1	.	.	-2
COc1ccccc1/C=C/C(=O)OCC(=O)Nc1cc(C(F)(F)F)ccc1N1CCOCC1	3	13	.	.	-10	.	7	1
CCCN(CC(=O)Nc1ccccc1C)C(=O)c1ccc(OCC(=O)N2CCOCC2)c(OCC)c1	3	-4	1	13	-5	-1	-1	-62

# Source: PubChem (Broad Institute)
